NADH coupling: blocks coupling enzymes of NAD/NADH assays; coupled PK/LDH NADH assays, four targets; IC50, µM (doses to about 10 µM), inactives show top-dose inhibition; 65,000 compounds, 0.02% hits;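 active means single-dose screening hits from any of four coupled enzyme assays that gave an IC50 when retested across doses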;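 further: the DPM-DC format reads NADH fluorescence rather than 340 nm absorbance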
JNK3 inh: inhibitors of human JNK3 kinase; inhibition, % at 8 µM; purified JNK3 kinase activity, HTS; P53779; 60,000 compounds, 0.61% hits; AID 746; in the data active means inhibition above about 17%;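 further: 0% = DMSO and 100% = reference inhibitor; many of its hits are not listed in these tables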
PKA kinase inh: blocks human protein kinase A activity; PKA Kemptide phosphorylation, Kinase-Glo ATP luminescence; inhibition, % at 6 µM; 65,000 compounds, 0.1% hits; P17612;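 active means inhibition above the screen-wide mean inhibition plus 3 SD, cut at about 21% in these data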; further: many of its hits are not listed in these tables
MMP-13 inhibitor: MMP13 (human) collagenase inhibition; MMP-13 fTHP FRET cleavage, Mca fluorescence; inhibition, % at 4 µM; 65,000 compounds, 0.07% hits; AID 570;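 active means inhibition above the mean of compound-free control plate wells plus 3 SD, cut at about 14% in these data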;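 further: 0% = DMSO wells and 100% = wells with reference MMP-13 inhibitor after basal subtraction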
Fluor 339 460: intrinsic fluorescence of library compounds, ex339/em460 – biochemical, MLSMR library, data from DPM-DC assay, artefact control, profiling panel. fluorescence fold increase at 10 µM. compound autofluorescence, ex339/em460 nm, NADH buffer; stronger effect = higher value; 1 = no-compound wells, NADH background. 65,000 compounds, 5.5% hits;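 active means at 10 µM, mean starting fluorescence two-fold or more over control wells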;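 further: signal is the first read of a kinetic run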
tolC growth inh: E. coli tolC mutant growth inhibition; E. coli BW25113 tolC mutant growth, OD615; growth inhibition, % at 10 µM (by protocol); 65,000 compounds, 2.2% hits;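 active means growth inhibition at or above a cutoff equal to the mean over every tested compound plus 3 SD, cut at about 60% in these data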;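 further: growth measured after 20 h incubation at 37 °C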
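Signal: optical density read at 615 nm; Assay system: E. coli ΔtolC::kan strain BW25113; Times: 20 h incubation with compound, 37 °C; Dosing: 10 µM final, single dose.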
ROCK2 blocker: inhibitors of human Rho kinase 2 | O75116 | purified ROCK2, Kinase-Glo ATP depletion luminescence | inhibition, % at 6 µM | 60,000 compounds, 0.35% hits;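 active means inhibition above the screen-wide mean inhibition plus 3 SD, cut at about 18% in these data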;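 further: plate controls were DMSO wells for no effect and Y-27632 control wells after no-enzyme background subtraction for full effect; many of its hits are not listed in these tables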
Target sequence (O75116 whole entry, looked up): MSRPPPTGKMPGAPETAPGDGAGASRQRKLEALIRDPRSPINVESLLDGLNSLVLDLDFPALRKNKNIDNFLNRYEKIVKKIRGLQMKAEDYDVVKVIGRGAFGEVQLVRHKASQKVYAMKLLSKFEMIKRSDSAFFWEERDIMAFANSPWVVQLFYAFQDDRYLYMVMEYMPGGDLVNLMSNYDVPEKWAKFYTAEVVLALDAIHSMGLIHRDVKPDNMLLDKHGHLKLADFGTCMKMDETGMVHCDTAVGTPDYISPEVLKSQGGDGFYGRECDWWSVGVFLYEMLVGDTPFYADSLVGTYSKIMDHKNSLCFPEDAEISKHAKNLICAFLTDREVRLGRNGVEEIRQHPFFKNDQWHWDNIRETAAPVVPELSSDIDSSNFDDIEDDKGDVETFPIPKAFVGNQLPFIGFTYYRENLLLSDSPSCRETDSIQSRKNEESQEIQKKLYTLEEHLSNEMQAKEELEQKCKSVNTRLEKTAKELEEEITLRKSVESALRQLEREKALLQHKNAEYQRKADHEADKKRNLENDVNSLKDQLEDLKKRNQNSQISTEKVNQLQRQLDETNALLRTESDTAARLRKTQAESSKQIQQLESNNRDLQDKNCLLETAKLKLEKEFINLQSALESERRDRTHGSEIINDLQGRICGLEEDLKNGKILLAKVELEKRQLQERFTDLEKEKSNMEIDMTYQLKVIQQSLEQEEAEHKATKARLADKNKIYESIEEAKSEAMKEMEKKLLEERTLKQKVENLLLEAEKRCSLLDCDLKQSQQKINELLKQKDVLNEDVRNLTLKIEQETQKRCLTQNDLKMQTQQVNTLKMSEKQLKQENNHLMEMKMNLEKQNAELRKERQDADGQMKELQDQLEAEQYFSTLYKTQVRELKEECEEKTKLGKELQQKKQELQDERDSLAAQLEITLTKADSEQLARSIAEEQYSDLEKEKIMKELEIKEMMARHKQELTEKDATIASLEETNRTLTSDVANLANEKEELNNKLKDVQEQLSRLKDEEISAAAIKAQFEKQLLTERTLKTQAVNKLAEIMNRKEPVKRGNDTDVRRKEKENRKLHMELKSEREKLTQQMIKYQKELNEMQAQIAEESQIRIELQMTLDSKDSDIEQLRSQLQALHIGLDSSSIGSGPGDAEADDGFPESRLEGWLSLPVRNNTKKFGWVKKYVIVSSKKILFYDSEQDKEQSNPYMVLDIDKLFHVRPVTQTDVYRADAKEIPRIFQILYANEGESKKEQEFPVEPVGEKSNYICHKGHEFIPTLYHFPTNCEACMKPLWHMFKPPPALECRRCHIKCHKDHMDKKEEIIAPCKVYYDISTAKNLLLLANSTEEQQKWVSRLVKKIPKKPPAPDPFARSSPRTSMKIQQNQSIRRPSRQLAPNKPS
A340 absorber: absorbance at 340 nm; 65,000 tested, under 10 active; compound absorbance at 340 nm, fold over control; fold change at 10 µM;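 active means at 10 µM dose, initial 340 nm absorbance at least 2 fold that of control wells; inactive means change under 2 fold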;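 further: initial absorbance extrapolated from kinetic A340 decline of NADH oxidation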
HEK293 NFkB inh: lowers PMA/ionomycin-induced NF-kB signal in HEK293 cells | HEK-293 NF-kB luciferase reporter, luminescence | 62,000 compounds, 0.21% hits | AID 465 | inhibition, % at 3 µM;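 active means inhibition above the mean of all tested compounds plus 3 SD, cut at about 40% in these data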;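 further: 0% = stimulated DMSO wells and 100% = 10 µM reference inhibitor 5653914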
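System: NF-kB luciferase reporter HEK-293 cells | Replication: Single test | Control set: DMSO vs reference inhibitor | Evaluation: % inhibition | Schedule: 1 h pretreatment, 16 h stimulation, 37 °C | Probe or stimulus: PMA with ionomycin | Compound dosing: One dose, 3 µM | Detection: Luciferase luminescence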
An asterisk follows results filed as active; . = not tested or not shown; [ ] = dose if it differs, or a comment. Some of the compounds tested. The share of hits here may be higher or lower than overall.

1	CC(=O)NCCc1nc2ccccc2n1Cc1ccccc1
2	Cc1ccc(S(=O)(=O)N2CCOCC2)cc1C(=O)NCc1cn2ccsc2n1
3	CCOC(=O)COc1ccc2nsnc2c1Cl
4	CCc1nnc(NC(=O)CCN2C(=O)c3ccccc3C2=O)s1
5	O=C1OCCC1Sc1nnc(-c2cccs2)n1Cc1ccccc1 (stereo unspecified)

Compound	1	2	3	4	5
NADH coupling	5%	2%	16%	4%	15%
JNK3 inh	-2	13	-5	4	0
PKA kinase inh	7	7	-3	8	9
MMP-13 inhibitor	7	-10	-33	1	-1
Fluor 339 460	1	1.1	2.9*	1.1	0.96
tolC growth inh	1	-14	-9	-39	3
ROCK2 blocker	-2	5	-2	5	4
A340 absorber	1	1	1	1	0.99
HEK293 NFkB inh	13	-2	14	12	5

6	COc1ccc(OC)c(N2C(=O)C(Cl)=C(N3CCOCC3)C2=O)c1
7	CCn1c(COc2ccc(C)cc2)nnc1SCC(=O)C(C)(C)C
8	CC1CCN(c2nc3c(c(=O)n(C)c(=O)n3C)n2Cc2ccccc2)CC1
9	C=CCn1c(Sc2nncn2C)nc2c1c(=O)[nH]c(=O)n2C
10	CC(=O)c1cc(C)ccc1OC(=O)c1ccco1

Compound	6	7	8	9	10
NADH coupling	5%	2%	2%	4%	3%
JNK3 inh	1	6	0	1	6
PKA kinase inh	8	8	4	2	-5
MMP-13 inhibitor	4	6	0	1	4
Fluor 339 460	1.1	1.1	0.99	1.1	1.1
tolC growth inh	-3	31	44	-20	0
ROCK2 blocker	7	-1	5	0	-3
A340 absorber	1	0.99	1	1	1.1
HEK293 NFkB inh	14	11	14	2	19

11	CCOC(=O)CNC(=O)CCCCCC(=O)NCC(=O)OCC
12	CC1CCN(C(=O)c2ccc(NC(=O)C3CCCO3)cc2)CC1 (stereo unspecified)
13	O=C(NC1=NCCS1)c1cc(-c2ccccc2)nn1-c1ccccc1
14	CCOC(=O)c1ccc(NC(=O)CC2SCCNC2=O)cc1 (stereo unspecified)
15	O=C1CCSc2cccc3cccc(c23)N1

Compound	11	12	13	14	15
NADH coupling	0%	5%	5%	8%	3%
JNK3 inh	-4	.	4	11	2
PKA kinase inh	3	8	6	3	0
MMP-13 inhibitor	1	4	-6	-6	3
Fluor 339 460	1	1.1	0.96	1.1	1.1
tolC growth inh	-2	-17	3	-16	6
ROCK2 blocker	-6	.	5	4	2
A340 absorber	1.1	1	0.99	1	1
HEK293 NFkB inh	.	22	10	-3	11

16	CCOc1ccc2[nH]c(=O)c(CN(Cc3cccnc3)C(=O)Nc3ccccc3OC)cc2c1
17	N=c1c(C(=O)NCc2ccccc2)cc2c(=O)n3ccccc3nc2n1Cc1ccco1
18	CN(C)CCCOC(=O)c1ccc(Cl)cc1
19	O=C(c1ccco1)N1CCN(c2nc3ccccc3c(=O)n2-c2ccccc2)CC1
20	O=C(CS(=O)(=O)Cc1ccccc1)N1CCN(Cc2ccc3c(c2)OCO3)CC1

Compound	16	17	18	19	20
NADH coupling	6%	6%	0%	3%	7%
JNK3 inh	2	0	-3	-9	-3
PKA kinase inh	0	7	9	5	-2
MMP-13 inhibitor	-15	-76[fluorescence artefact?]	-4	-7	2
Fluor 339 460	2*	1.9	1.1	1.8	1.1
tolC growth inh	-4	6	-15	5	-8
ROCK2 blocker	1	5	2	0	-5
A340 absorber	1.2	1	1.1	1.1	1
HEK293 NFkB inh	0	.	13	9	10

21	CC(Oc1ccccc1Cl)C(=O)N(Cc1ccco1)C1CCS(=O)(=O)C1 (stereo unspecified)
22	CCOC(=O)/C(C#N)=C(\N)C(C)C(=O)Nc1ccccn1 (stereo unspecified)
23	O=C(NCc1ccco1)NCC(F)(F)F
24	CCOc1ccc(N(CC(=O)Nc2ccc(C)c(C)c2)S(=O)(=O)c2c(C)noc2C)cc1
25	O=C(c1cc2ccccc2c(=O)o1)N1CCCc2ccccc21

Compound	21	22	23	24	25
NADH coupling	1%	8%	3%	4%	5%
JNK3 inh	-6	1	-1	0	-5
PKA kinase inh	6	-2	7	-9	10
MMP-13 inhibitor	3	1	5	-4	0
Fluor 339 460	1.2	1.1	1.1	1	1.1
tolC growth inh	-6	-6	-17	61*	-5
ROCK2 blocker	4	-3	2	1	5
A340 absorber	1	1	1	1	1.1
HEK293 NFkB inh	4	18	0	20	14

26	c1ccc(C2Nc3ccccc3-c3nc4ccccc4n32)nc1 (stereo unspecified)
27	Cc1cc(C)nc(/N=C2\NC(=O)CC(C(=O)O)N2c2ccc(Cl)cc2)n1 (stereo unspecified)
28	CCOc1ccc2nc(COC(=O)c3ccco3)c(C(C)=O)[n+]([O-])c2c1
29	O=C(Nc1ccc(NC(=O)C2CC2)nc1)c1cccc(F)c1
30	COC(=O)CCC(=O)Oc1ccc(OC(=O)CCC(=O)OC)cc1

Compound	26	27	28	29	30
NADH coupling	5%[fluoresces]	2%	1%	4%	5%
JNK3 inh	2	-4	-3	1	.
PKA kinase inh	0	0	2	-5	.
MMP-13 inhibitor	-464[fluorescence artefact?]	7	-6	3	.
Fluor 339 460	2.3*	1	1.4	1.1	1.1
tolC growth inh	12	-4	30	-1	-4
ROCK2 blocker	-17	3	-6	-6	.
A340 absorber	1.1	0.97	1.1	1	1.1
HEK293 NFkB inh	.	24	4	12	.

31	Cc1nc2sc(-c3ccccc3)cc2c(=O)n1-n1cccc1
32	CCOc1ccc2[nH]c(=O)c(CN(Cc3cccs3)Cc3nnnn3C(C)(C)C)cc2c1
33	COc1ccc(C2C3=C(CC(C)(C)CC3=O)Oc3ncn(CCCn4ccnc4)c(=N)c32)cc1 (stereo unspecified)
34	CCOC(=O)c1c(C)[nH]c(C)c1C(=O)CSc1nnc(-c2ccco2)n1Cc1ccccc1
35	Cc1cc(C)nc(N2CCCC(C(=O)Nc3nnc(C)s3)C2)n1 (stereo unspecified)

Compound	31	32	33	34	35
NADH coupling	6%	5%	4%	8%	7%
JNK3 inh	7	0	-6	-1	-4
PKA kinase inh	3	-7	1	0	11
MMP-13 inhibitor	-8	-4	2	-1	-4
Fluor 339 460	1	2.4*	1.1	1.1	1.2
tolC growth inh	5	11	-11	28	-1
ROCK2 blocker	2	-3	4	-2	3
A340 absorber	1.1	1.1	1	1	1
HEK293 NFkB inh	-40	28	9	12	8

36	CC1Cc2ccccc2N1C(=O)c1cnc2ccccn2c1=O (stereo unspecified)
37	CC(=O)c1sc(NC(=O)C2COc3ccccc3O2)nc1C (stereo unspecified)
38	Cn1c(NC(=O)c2ccc(F)c(F)c2)cc(=O)n(C)c1=O
39	O=C(c1ccccc1F)N1CCN(CC2CC3C=CC2C3)CC1 (stereo unspecified)
40	O=C(c1ccc(=O)n(Cc2ccccc2)n1)N1CCN(C/C=C/c2ccccc2)CC1

Compound	36	37	38	39	40
NADH coupling	6%	4%	3%	8%	6%
JNK3 inh	0	9	5	1	1
PKA kinase inh	9	-2	7	2	4
MMP-13 inhibitor	7	-3	-5	0	8
Fluor 339 460	1	1.1	1.1	1.1	1.1
tolC growth inh	-12	8	-12	-10	14
ROCK2 blocker	6	4	2	2	0
A340 absorber	1.1	1	1.1	1.1	1
HEK293 NFkB inh	7	-12	2	-1	28

41	CC(C)C(NS(=O)(=O)c1cccc2nsnc12)C(=O)N1CCc2ccccc2C1 (stereo unspecified)
42	CCC(C(=O)N1CCc2cc(OC)c(OC)cc2C1)c1ccccc1 (stereo unspecified)
43	CCN1CCCC1CN(Cc1cc2c(C)cc(C)cc2[nH]c1=O)C(=O)NC1CCCCC1 (stereo unspecified)
44	CCCCN(C)C(=O)c1c[nH]c2ccc(S(=O)(=O)N3CCOCC3)cc2c1=O
45	c1coc(-c2nnc(-c3cccs3)o2)c1

Compound	41	42	43	44	45
NADH coupling	6%	2%	10%	4%[fluoresces]	6%[fluoresces]
JNK3 inh	11	0	-6	1	3
PKA kinase inh	-1	5	9	9	9
MMP-13 inhibitor	0	-4	-4	-13	-198[fluorescence artefact?]
Fluor 339 460	1	1.1	1.6	2.2*	3.4*
tolC growth inh	-3	11	2	-17	7
ROCK2 blocker	4	2	1	7	3
A340 absorber	1	0.99	1.1	1.1	1
HEK293 NFkB inh	13	12	5	14	-6

46	CC(C)Oc1ccc(/C(O)=C2/C(=O)C(=O)N(CCN(C)C)C2c2ccco2)cc1 (stereo unspecified)
47	CCN(CC)S(=O)(=O)c1cccc(C(=O)Nc2cccnc2)c1
48	COc1ccc(OC)c(NC2c3ccccc3C(=O)N2Cc2ccc3c(c2)OCO3)c1 (stereo unspecified)
49	Cc1cc(NC(=O)CCC(=O)N(c2ccccc2)C(C(=O)NC2CCCC2)c2cccs2)no1 (stereo unspecified)
50	NC1=NC2(CCCCC2)n2c(nc3ccccc32)N1

Compound	46	47	48	49	50
NADH coupling	2%	5%	10%	5%	7%
JNK3 inh	-2	-7	3	-5	6
PKA kinase inh	2	10	6	-4	6
MMP-13 inhibitor	-14	0	-5	4	-2
Fluor 339 460	1.1	1.1	1.1	1.1	1.1
tolC growth inh	15	-4	24	9	-1
ROCK2 blocker	-16	7	9	-5	4
A340 absorber	1.1	1	0.97	0.97	1
HEK293 NFkB inh	.	4	10	0	1

51	CCOC(=O)N1CCC(n2c(SCC(=O)Nc3nccs3)nc3ccsc3c2=O)CC1
52	CC(C)CC(NS(=O)(=O)c1ccc2c(c1)oc(=O)n2C)C(=O)NC1CCCc2ccccc21 (stereo unspecified)
53	COc1cc(-n2cnnn2)ccc1S(=O)(=O)N1CCOCC1
54	CCOC(=O)c1cccc(NC(=O)C2CCCO2)c1 (stereo unspecified)

Compound	51	52	53	54
NADH coupling	4%	4%	6%	7%
JNK3 inh	.	2	-1	4
PKA kinase inh	8	2	13	4
MMP-13 inhibitor	3	2	-10	3
Fluor 339 460	1.1	1.1	1.1	1.1
tolC growth inh	4	3	-15	-5
ROCK2 blocker	.	4	7	4
A340 absorber	1	1	0.99	1.1
HEK293 NFkB inh	10	16	12	3

Molecules above that have a halogen:
3	CCOC(=O)COc1ccc2nsnc2c1Cl
6	COc1ccc(OC)c(N2C(=O)C(Cl)=C(N3CCOCC3)C2=O)c1
18	CN(C)CCCOC(=O)c1ccc(Cl)cc1
21	CC(Oc1ccccc1Cl)C(=O)N(Cc1ccco1)C1CCS(=O)(=O)C1 (stereo unspecified)
23	O=C(NCc1ccco1)NCC(F)(F)F
27	Cc1cc(C)nc(/N=C2\NC(=O)CC(C(=O)O)N2c2ccc(Cl)cc2)n1 (stereo unspecified)
29	O=C(Nc1ccc(NC(=O)C2CC2)nc1)c1cccc(F)c1

Compound	3	6	18	21	23	27	29
NADH coupling	16%	5%	0%	1%	3%	2%	4%
JNK3 inh	-5	1	-3	-6	-1	-4	1
PKA kinase inh	-3	8	9	6	7	0	-5
MMP-13 inhibitor	-33	4	-4	3	5	7	3
Fluor 339 460	2.9*	1.1	1.1	1.2	1.1	1	1.1
tolC growth inh	-9	-3	-15	-6	-17	-4	-1
ROCK2 blocker	-2	7	2	4	2	3	-6
A340 absorber	1	1	1.1	1	1	0.97	1
HEK293 NFkB inh	14	14	13	4	0	24	12

38	Cn1c(NC(=O)c2ccc(F)c(F)c2)cc(=O)n(C)c1=O
39	O=C(c1ccccc1F)N1CCN(CC2CC3C=CC2C3)CC1 (stereo unspecified)

Compound	38	39
NADH coupling	3%	8%
JNK3 inh	5	1
PKA kinase inh	7	2
MMP-13 inhibitor	-5	0
Fluor 339 460	1.1	1.1
tolC growth inh	-12	-10
ROCK2 blocker	2	2
A340 absorber	1.1	1.1
HEK293 NFkB inh	2	-1
